PvdQ inh – P. aeruginosa PvdQ acylase inhibition; purified PvdQ acylase, fluorescence plate reader; inhibition, % at 10 µM; actives 0.063% (n = 340,000); in the data active = inhibition above about 30%, passing the limit was not always enough; inconclusive = no clear call, values can overlap the other calls;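 also: 0% = vehicle neutral wells and 100% = reference inhibitor wells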
RTF Ca sens act – increases calcium sensitivity of human cardiac regulated thin filaments | IANBD-labeled TnC RTF fluorescence at EC20 calcium; 0% EC20 calcium, 100% full calcium | activation, % at 7.2 µM | actives 0.24% (n = 340,000);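 active = activation above the mean over all tested compounds plus 3 SD, cut at about 30% in these data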;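 also: rise in fluorescence read as greater calcium sensitivity of cardiac thin filaments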
dFosB activator – mouse delta FosB homodimer activation | activation, % at 25 µM | AID 493131 | purified delta FosB, TAMRA-CDK5 oligo fluorescence polarization; percent of positive-control signal above neutral wells | actives 0.99% (n = 340,000) | P13346;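 active = mean activation above about 17%, with every replicate also reaching it, limit read from the data, passing the limit was not always enough; inconclusive = only one of the two conditions met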;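 also: fluorescence polarization rise as delta FosB binds a TAMRA Cdk5 AP-1 oligo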
Target sequence (P13346 whole entry, looked up): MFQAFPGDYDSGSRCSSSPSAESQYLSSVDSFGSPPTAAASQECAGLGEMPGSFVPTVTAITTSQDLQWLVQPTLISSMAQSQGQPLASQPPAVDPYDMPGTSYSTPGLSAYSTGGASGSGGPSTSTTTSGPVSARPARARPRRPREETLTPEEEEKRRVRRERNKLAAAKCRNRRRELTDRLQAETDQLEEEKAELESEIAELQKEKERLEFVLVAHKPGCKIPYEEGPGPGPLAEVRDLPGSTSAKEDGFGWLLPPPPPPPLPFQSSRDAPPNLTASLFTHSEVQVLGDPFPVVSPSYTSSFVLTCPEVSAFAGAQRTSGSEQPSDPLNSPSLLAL
CDK5 inh – blocks human CDK5/p35 kinase activity; Q00535+Q15078; actives 0.01% (n = 330,000); AID 488839; Recombinant CDK5/p35, ADP-Glo luminescence, 60 min; inhibition, % at 10 µM;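 active = highest replicate inhibition of at least 50% and at least 75% of replicates reaching 50%; inconclusive = only one of the two criteria met; inactive = both criteria failed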;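 also: plate controls were DMSO neutral control for no effect and GW8510 at 10 µM for full effect; many of its hits are not listed in these tables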
HTR5A ag ctr – HTR5A agonism, opioid heterodimer counter-screen; activation, % at 9.3 µM; P47898; HTR5A agonist assay, luminescence, cell-based; actives 0.61% (n = 340,000); in the data active = activation mostly above about 9.5%, no sharp cut-off; inactive = mostly below about 7.6%;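 also: 0% = cells with vehicle only and 100% = reference agonist; strong numbers were not always called active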
SR-BI DiI-HDL act – SR-BI HDL lipid transfer activation | CHO ldlA[mSR-BI] cells, DiI-HDL uptake fluorescence, 3 h; 100 = double the neutral-control signal | activation, % at 12.5 µM | actives 0.096% (n = 320,000) | AID 504775;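 active = mean replicate activation of at least 60% and every replicate at or above 60%; inconclusive = mean or all-replicate condition met, but not both; inactive = mean below 60% and not all replicates reaching 60%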;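 also: 0% = median plate neutral-control signal and 100% = twice that signal; values of inactives mirror those of a sister screen read the other way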
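Assay system: CHO ldlA[mSR-BI] cells, LDL receptor-null, SR-BI overexpressing; medium: Ham's F12 with 0.5% BSA, HEPES 25 mM, pH 7.4; also added: DiI-HDL 10 µg/mL; timing: 3 h uptake period with compound, 37 °C; signal: DiI fluorescence, bottom read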
MITF TRPM1 HTS – increases MITF-driven TRPM1 promoter luciferase signal; SK-MEL-5 TRPM1-promoter luciferase, 24 h; % of positive control, neutral wells = 0; activation, % at 12.5 µM; actives 0.75% (n = 300,000); AID 588334;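 active = mean activation of at least 80% with every replicate also reaching 80%; inconclusive = mean reaches 80% but some replicate falls short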;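 also: 0% = neutral control wells and 100% = parthenolide positive control wells; values of inactives mirror those of a sister screen read the other way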
Rtt109 HAT inh – C. albicans Rtt109 histone acetyltransferase inhibition | purified Rtt109/Vps75, ThioGlo CoA-SH fluorescence, 4 h | Q5AAJ8 | inhibition, % at 34.9 µM | actives 0.16% (n = 330,000);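 active = inhibition of at least 50% in every replicate; inconclusive = best replicate reaches 50% inhibition but some replicates fall short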
SR-BI DiI inh – mouse SR-BI HDL lipid transfer inhibition. actives 0.96% (n = 320,000). Q61009. ldlA[mSR-BI] CHO cells, DiI-HDL uptake fluorescence, 3 h. inhibition, % at 12.5 µM;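 active = mean replicate inhibition of at least 70% and a set share of replicates each scoring 70 or more; inconclusive = meets just one of the two criteria; inactive = fails both criteria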;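 also: 0% = median of neutral control wells and 100% = median of positive control wells; values of inactives mirror those of a sister screen read the other way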
Target sequence (Q61009 whole entry, looked up): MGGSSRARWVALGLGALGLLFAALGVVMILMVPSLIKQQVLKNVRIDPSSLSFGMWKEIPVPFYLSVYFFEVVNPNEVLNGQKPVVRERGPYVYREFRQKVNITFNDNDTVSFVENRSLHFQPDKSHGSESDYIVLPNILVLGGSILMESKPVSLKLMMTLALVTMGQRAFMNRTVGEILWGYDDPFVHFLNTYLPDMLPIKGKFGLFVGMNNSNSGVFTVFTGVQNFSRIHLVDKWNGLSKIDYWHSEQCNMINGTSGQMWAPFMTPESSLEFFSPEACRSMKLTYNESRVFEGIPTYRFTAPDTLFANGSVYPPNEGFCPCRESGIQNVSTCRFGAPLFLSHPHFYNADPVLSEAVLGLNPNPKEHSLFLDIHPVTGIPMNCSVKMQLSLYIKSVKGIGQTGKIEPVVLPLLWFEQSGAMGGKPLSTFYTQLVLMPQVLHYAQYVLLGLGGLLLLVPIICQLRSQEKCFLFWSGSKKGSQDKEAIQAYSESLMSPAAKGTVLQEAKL
Wnt bcat act – activates Wnt/beta-catenin signaling in a reporter cell assay. activator, plate reader. activation, % at 9.35 µM. actives 1.2% (n = 300,000); in the data active = activation above about 30%, passing the limit was not always enough; inconclusive = no clear call, values can overlap the other calls;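 also: 0% = neutral control wells and 100% = positive control wells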
The depositor's hits bear a star; ? = inconclusive; . = not tested or not shown.

canonical_smiles	PvdQ inh	RTF Ca sens act	dFosB activator	CDK5 inh	HTR5A ag ctr	SR-BI DiI-HDL act	MITF TRPM1 HTS	Rtt109 HAT inh	SR-BI DiI inh	Wnt bcat act
COc1cccc(OC)c1OCCCCCCN1CCN(C)CC1	7	-2	-12	1.0	-1	.	-7	1	.	-1
CC1Oc2ccccc2OC1C(=O)Nc1nccs1 (stereo not drawn)	-8	3	-2	0.5	6	-1	-6	0	1	1
Cc1cc(C(=O)OC(C)C(=O)Nc2nc(-c3ccccc3)cs2)c(C)o1 (stereo not drawn)	-6	5	0	-1.1	-2	-20	-1	2	20	-1
CCc1ccc(/C=C2/Sc3ccccc3N(CC(=O)NCC3CCCO3)C2=O)cc1 (stereo not drawn)	6	-4	-18	-0.4	-3	-58	30	3	58	3
Cc1cccc(NC(=O)c2cnn(-c3ccc(F)cc3)c2C2CCNCC2)c1C	-5	5	-7	0.1	1	-5	-7	6	5	1
COc1ccccc1-n1c(O)c(C=NCc2ccccn2)c2ccccc2c1=O	-13	6	5	-0.8	-1	13	-17	12	-13	-1
O=C(COc1ccc(Cl)cc1)Nc1ccc(NC(=O)c2ccco2)cc1	-10	-2	25*	-0.5	1	.	24	3	.	4
COC(=O)Cc1ccc(NC(=O)c2ccc(C(C)(C)C)cc2)cc1	-9	-1	-8	0.5	-1	-29	-60	-7	29	.
Cc1cc(C)nc(SCC(=O)N/N=C\c2sccc2C)n1	-12	5	-12	-2.3	22*	-24	14	-3	24	.
O=C(Nn1c(Cc2cccs2)nc2ccccc2c1=O)c1ccc(F)c(F)c1	-6	-5	2	-0.3	5	35	3	-7	-35	-3
CCCCc1c(C)nn(-c2nnc3c4ccccc4n(C)c3n2)c1C	3	-4	-9	-0.2	12*	10	49	12	-10	.
Cc1nnc2ccc(-c3cccc(NS(=O)(=O)c4ccccc4[N+](=O)[O-])c3)nn12	-10	-5	1	0.0	-7	-45	25	-2	45	6
Cc1ccc(Nc2cc(C)nc3ncnn23)c(Cl)c1	8	4	-5	2.2	5	-2	-5	8	2	-2
CN(CC(=O)Nc1cccc(F)c1)C(=O)CNS(=O)(=O)c1ccc(N(C)C)c([N+](=O)[O-])c1	0	-9	-4	-1.0	1	-38	0	22	38	4
O=C(c1cccc2ccccc12)N1CCN=C1SCc1ccc([N+](=O)[O-])cc1	0	4	-3	-0.1	0	31	-13	4	-31	1
Cc1cc(C(F)F)n2ncc(C(=O)N3CCc4ccccc4C3)c2n1	-3	-2	-1	0.6	-2	-25	-9	7	25	-2
Cc1ccc(C(=O)Nc2cccnc2Cl)cc1Cl	-9	2	2	0.5	7	-3	38	-10	3	14
COc1ccc(NC(=O)c2ccc3ccccc3c2OC)cc1	-14	2	-5	-1.0	-2	-5	.	-2	5	-1
CC(C)CCN(C(=O)c1cc(=O)[nH]c2ccccc12)c1c(N)n(Cc2ccccc2)c(=O)[nH]c1=O	4	-2	-8	1.3	7	-3	-15	4	3	1
COc1cccc(C(=O)Nc2ccc(-c3nnc(-c4ccco4)o3)cc2)c1	-12	-7	-8	-0.4	-1	-59	21	-4	59	.
CN=c1c([N+](=O)[O-])nn(-c2ccc3c(c2)OCCO3)n1O	8	-3	-4	1.5	8	.	15	.	.	4
COC(=O)Cc1c(O)ccn(Cc2ccccc2OC)c1=O	-9	-3	1	-0.2	1	0	8	-9	0	-2
COc1ccc(C2C(C#N)=C(N)Oc3n[nH]c(C)c32)cc1Cn1nc(C)c([N+](=O)[O-])c1C (stereo not drawn)	6	3	-5	-0.1	-6	-38	2	2	38	.
CN(C)S(=O)(=O)c1cccc(NC(=O)Cc2ccc(-c3ccccc3)cc2)c1	1	2	-11	2.4	6	-12	-8	5	12	4
Cc1cccc(CNc2ncnc3ccc(-c4ccc5c(c4)OCCO5)cc23)c1	9	-2	-5	1.9	5	-39	-27	-8	39	-5
CCCc1ccc(-c2cc(C(=O)NN3CCOCC3)c3ccccc3n2)cc1	-7	2	-13	-0.1	3	-40	60	9	40	.
COc1ccccc1CNS(=O)(=O)c1ccc(-c2cc(C)no2)cc1	-8	0	-8	.	2	-20	-35	-1	20	-14
CC(=O)COC(=O)CCc1nc2ccccc2[nH]c1=O	9	2	3	-1.2	-1	12	-2	-2	-12	-4
NC(=O)C1(N2CCCCC2)CCN(C(=S)Nc2ccc(S(N)(=O)=O)cc2)CC1	0	2	3	-3.2	-3	12	-20	3	-12	-1
COc1nccnc1NS(=O)(=O)c1ccc(NC(=S)NC(=O)c2cccc(F)c2)cc1	-9	5	-9	2.0	-1	21	5	-4	-21	.
CN=C1SC(CC(=O)Nc2ccc(N3CCOCC3)cc2)C(=O)N1C (stereo not drawn)	-5	-1	0	1.6	2	-16	4	3	16	.
Cc1ccc(C(=O)NN(C)c2nc3ccccc3nc2C(F)(F)F)cc1	8	1	11	-0.3	-4	36	-19	2	-36	-4
N#Cc1ccc(COC(=O)CN2C(=O)NC3(CCCC3)C2=O)cc1	-13	4	8	-2.3	-6	-2	23	-3	2	5
O=C1CC(c2ccncc2)c2cc3c(cc2N1)OCO3 (stereo not drawn)	-10	-3	-6	1.7	1	29	7	-4	-29	-2
O=C(COC(=O)CNC(=O)c1ccc(Br)o1)Nc1ccccc1OC(F)F	-6	1	-4	2.3	1	4	-2	-6	-4	-2
O=C(c1cccc(C(F)(F)F)c1)C1CCCN(Cc2ccc(OCCO)cc2)C1 (stereo not drawn)	-12	-3	1	-2.1	6	22	21	5	-22	-1
O=C(O)c1cc(OCc2ccccc2)cc(OCc2ccccc2)c1	-7	3	-3	-0.3	0	16	-3	8	-16	0
Cc1cc(Br)ccc1NC(=O)CN1CCN(c2ccccn2)CC1	-10	0	0	-0.7	-1	5	8	5	-5	-2
CC(Oc1cccc(Cl)c1)C(=O)NCc1ccc(S(N)(=O)=O)cc1 (stereo not drawn)	-10	0	1	-1.6	-5	24	-10	-10	-24	1
COc1ccc(C(=O)NCC(=O)N/N=C/c2cccc(OC(=O)c3ccco3)c2)cc1OC	-13	2	-2	-1.8	1	14	0	-1	-14	0
CN(C)c1ccc(NC(=O)c2ccc3nsnc3c2)cc1	4	0	2	1.0	-2	-71	67	-11	?	.
CCOC(=O)CNCCC(=O)c1ccc(Br)cc1	-5	-3	-4	2.3	-2	-2	-7	-8	2	.
COc1ccc(-c2nc3ccccn3c2/N=C/c2ccc(OC)c(OC)c2)cc1O	1	0	3	0.8	5	-18	18	6	18	2
COC(=O)C1(C)CC1(c1ccccc1)c1ccccc1 (stereo not drawn)	-21	8	-7	0.0	4	-8	-17	5	8	-1
Cc1c(NC(=O)Nc2ccc(Cl)cc2)c(=O)n(-c2ccccc2)n1C	0	-4	6	0.1	5	-29	5	-3	29	.
CCOC(=O)c1c(-c2ccccc2)csc1NC(=O)CCN1CCOCC1	-10	1	-4	0.1	6	-20	2	-1	20	-9
COc1ccc(Cn2nnnc2CN2CCC(c3nc4ccccc4s3)CC2)cc1	-2	3	-3	-0.5	2	7	-16	-8	-7	-1
COc1ccc2c(ccc[n+]2CC(=O)c2ccccc2)c1	-8	2	-7	-0.1	2	-5	-17	9	5	-2
COc1ccc(OC)c(-c2cc(C(=O)N/N=C/c3cc(OC)c(OC)cc3OC)c3ccccc3n2)c1	3	3	-1	-0.7	4	-67	0	5	67	-3
C/C(=N\NC(=O)c1ccncc1)c1ccc(N2CCOCC2)cc1	13	-5	-2	-0.8	4	22	5	-1	-22	-7

Carrying on:
canonical_smiles	PvdQ inh	RTF Ca sens act	dFosB activator	CDK5 inh	HTR5A ag ctr	SR-BI DiI-HDL act	MITF TRPM1 HTS	Rtt109 HAT inh	SR-BI DiI inh	Wnt bcat act
CC(C)(C)c1ccc(S(=O)(=O)N2CCCCC2C(=O)NCc2ccccn2)cc1 (stereo not drawn)	1	-4	5	1.9	-2	0	8	5	0	-4
O=[N+]([O-])c1cccc2ccc(N3CCOCC3)nc12	10	1	2	-1.2	-1	-4	15	-1	4	2
Cc1cc(C)cc(NC(=O)c2ccc(NC(=O)C3C4CC5OC(=O)C3C5C4)cc2)c1 (stereo not drawn)	-10	-2	-9	-0.5	-5	-53	-4	1	53	-6
COc1cc(NC(=O)Cn2cnc(S(=O)(=O)N3CCOCC3)c2)cc(OC)c1OC	-15	1	0	1.5	0	16	-1	-6	-16	0
Cc1cn(C(C)C)c(=O)n(-c2ccccc2)c1=O	-17	1	0	-1.8	-2	9	2	0	-9	-25
Cc1ccc(-c2nnc3n2N=C(c2ccccc2Br)CS3)cc1	-12	-2	-31	2.1	-3	8	-3	9	-8	-8
COc1ccc(CCC(=O)Nc2ccc3c(c2)OCCO3)cc1	-11	-1	-9	1.4	0	.	1	-12	19	9
CCOC(=O)c1ccc(S(=O)(=O)NNC(=O)COc2ccc(C)cc2)cc1	-13	-5	61*	-0.1	1	27	6	17	-27	0
CN(C)c1ccc(CNc2ncnc3sccc23)cc1	2	-4	-3	0.9	3	14	-29	10	-14	-6
O=C(COC(=O)c1cccc(OC(F)F)c1)Nc1cccc(S(=O)(=O)N2CCCC2)c1	23	3	-13	0.2	4	-12	-7	5	12	0
N#C/C(=C(/O)c1ccc(Br)s1)c1nc2ccccc2[nH]1	-6	-7	13	-0.1	11	-4	.	1	4	-1
O=S(=O)(NC1=NCCC1)c1ccc(F)cc1F	-8	5	-10	1.0	-6	0	4	1	0	-1
O=c1[nH]c(N2CCN(Cc3ccc4c(c3)OCO4)CC2)nc2c1CCCC2	1	-10	5	0.1	2	4	10	-5	-4	-1
N#Cc1cc(Nc2c(N)nc[nH]c2=O)c([N+](=O)[O-])cc1C#N	13	-4	2	0.9	2	0	-12	3	0	1
CCN1C(=NCCc2ccccn2)N[C@@H](c2cccc(F)c2)C(C(=O)OC)=C1C	-9	8	-6	-0.1	-7	0	12	12	0	-1
Cc1ccc(C)c(-n2c(SCC(=O)O)nc3sc4c(c3c2=O)CCCC4)c1	-1	-5	1	-6.9	3	.	.	5	.	0
Cc1ccc(/C=N/NC(=O)c2nnn(-c3nonc3N)c2CN(C)C2CCCCC2)cc1	0	-4	5	-0.7	0	-2	5	13	2	0

3 compounds already listed, arranged by heavy-atom count, high to low.
canonical_smiles	PvdQ inh	RTF Ca sens act	dFosB activator	CDK5 inh	HTR5A ag ctr	SR-BI DiI-HDL act	MITF TRPM1 HTS	Rtt109 HAT inh	SR-BI DiI inh	Wnt bcat act
Cc1cc(C)cc(NC(=O)c2ccc(NC(=O)C3C4CC5OC(=O)C3C5C4)cc2)c1 (stereo not drawn)	-10	-2	-9	-0.5	-5	-53	-4	1	53	-6
CC(C)(C)c1ccc(S(=O)(=O)N2CCCCC2C(=O)NCc2ccccn2)cc1 (stereo not drawn)	1	-4	5	1.9	-2	0	8	5	0	-4
COc1ccc(CCC(=O)Nc2ccc3c(c2)OCCO3)cc1	-11	-1	-9	1.4	0	.	1	-12	19	9

Screens deposited in PubChem by several laboratories.

Compounds were not picked by outcome; any-hit rate near 4.4%.
